Screening data (PubChem BioAssay)
TRPV1 agonist: HTS Assay for Compounds that Act as Agonists of the Vanilloid Receptor 1; hit rate 0.19% among 320,000; TRPV1-expressing cells, Fluo-8 calcium influx, agonist mode; activation, % at 8.33 µM; in the data active = activation above about 80%; inconclusive = between about 30% and that limit; also: 0% is about no effect
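TRPV1-expressing cells were cultured overnight at 35.5C and loaded with Fluo-8 calcium dye for 40 to 90 min at room temperature. After a 10 s baseline, compound was added and calcium influx was read kinetically for 3 min (ex 480/em 520 nm).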
A-T KAP1 phos: qHTS Assay for Identifying a Potential Treatment of Ataxia-Telangiectasia; […] A-T fibroblasts, KAP-1 phosphorylation AlphaLISA; neocarzinostatin DNA damage 30 min before lysis; Potency, µM (top dose mostly 57.5 µM), inactives show at the highest dose activation, hits mostly activators; hit rate 0.19% among 320,000; AID 485349, 2010; also: potency is read from the fitted curve at half-maximal effect; % of control where 0% means no effect; nearly all actives have a fitted effect of over 45% in size
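hTERT-immortalized A-T patient fibroblasts ([…]), 500 cells/well in OPTI-MEM, 1% FBS, got compounds for 60 min, then NCS for 30 min at 37C. Lysates were then assayed for phospho-KAP-1 by AlphaLISA (anti-pKAP1 donor, anti-KAP1 acceptor beads), 6 hr at 25C.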
MLL CXXC-DNA inh: qHTS Fluorescence Polarization Assay for Inhibitors of MLL CXXC domain - DNA interaction. Histone-lysine N-methyltransferase 2A (Homo sapiens), Q03164. MLL-CXXC / FITC-HOXA9 DNA fluorescence polarization. Potency, µM (highest dose often 115 µM), inactives show at the top dose activity change, negative = inhibition, usual class: inhibitors. hit rate 0.037% among 290,000. AID 2662, 2010; active = well fitted inhibition curve with a large enough effect in the polarisation, with a control signal flat, not every such curve was filed as active; inconclusive = small, poorly fitted or top-dose-only effect, or effect the other way, or a change in a side signal; inactive = no such curve, though single readings can be large or run the other way; the % refers to the polarisation; also: potency is read from the fitted curve at half-maximal effect
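Fluorescence polarization: 7 uM MLL-CXXC (stock) preincubated 5 min with compounds, then 50 nM fluorescein-HOX-A9 DNA (stock) added; 30 min ambient. Buffer 50 mM Tris-HCl pH 7.5, 50 mM NaCl, 1 mM DTT, 0.05% BSA.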
KCNH2 3.1 inh: qHTS for Inhibitors of KCHN2 3.1: Mutant qHTS. activity change, % (tested at about 1.8 µM). hit rate 0.95% among 340,000. U2OS KCNH2 3.1, thallium flux FluxOr; stronger effect = lower value. Potassium voltage-gated channel subfamily H member 2, brain isoform KCNH2 3.1 (human);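 active = maximum activity change below -70%; inconclusive = maximum activity change from -70% to -50%; inactive = maximum activity change above -50%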;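 also: thallium influx rate constant from kinetic fluorescence after stimulation buffer; % is scaled to controls: 0 for no effect and ±100 for the full control effect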
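FluxOr-based Tl+ influx in U2OS cells transduced with KCNH2 3.1 virus; rate constants normalized to DMSO controls.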
MBNL1-CUG inh: qHTS Assay for Inhibitors of MBNL1-poly(CUG) RNA binding. Muscleblind-like protein 1 (Homo sapiens), Q9NR56. TR-FRET MBNL1-His/biotin-(CUG)12 binding, 665/545 ratio. Potency, µM (doses to about 57.5 µM), for the others: at the top dose activity change, negative = inhibition, most hits filed as inhibitors. AID 2675, 2010. hit rate 0.036% among 280,000; active = well fitted inhibition curve with a large enough effect in the signal ratio, with a control signal flat, not every such curve was filed as active; inconclusive = small, poorly fitted or top-dose-only effect, or effect the other way, or a change in a side signal; inactive = no such curve, though single readings can be large or run the other way; the % refers to the signal ratio; also: potency is read from the fitted curve at half-maximal effect; % is scaled to controls: 0 for no effect and ±100 for the full control effect
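Compound titration spanned 92 nM–58 uM against the MBNL1-His/biotin-(CUG)12 complex. After 60 min at room temperature with 5 nM streptavidin-XL665 and 0.055 ng/ul terbium anti-His, ratiometric 665/545 nm emission (Ex 340 nm) normalized to controls.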
KCNH2 WT inh: qHTS for Inhibitors of KCHN2 3.1: Wildtype qHTS | U2OS, BacMam KCNH2, thallium flux FluxOr; stronger effect = lower value | activity change, % at 1.84 µM | hit rate 0.37% among 340,000;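 active = maximum activity change below -70%; inconclusive = maximum activity change between -70% and -50%; inactive = maximum activity change above -50%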; also: % is scaled to controls: 0 for no effect and ±100 for the full control effect
Target sequence (Q12809 whole entry, looked up): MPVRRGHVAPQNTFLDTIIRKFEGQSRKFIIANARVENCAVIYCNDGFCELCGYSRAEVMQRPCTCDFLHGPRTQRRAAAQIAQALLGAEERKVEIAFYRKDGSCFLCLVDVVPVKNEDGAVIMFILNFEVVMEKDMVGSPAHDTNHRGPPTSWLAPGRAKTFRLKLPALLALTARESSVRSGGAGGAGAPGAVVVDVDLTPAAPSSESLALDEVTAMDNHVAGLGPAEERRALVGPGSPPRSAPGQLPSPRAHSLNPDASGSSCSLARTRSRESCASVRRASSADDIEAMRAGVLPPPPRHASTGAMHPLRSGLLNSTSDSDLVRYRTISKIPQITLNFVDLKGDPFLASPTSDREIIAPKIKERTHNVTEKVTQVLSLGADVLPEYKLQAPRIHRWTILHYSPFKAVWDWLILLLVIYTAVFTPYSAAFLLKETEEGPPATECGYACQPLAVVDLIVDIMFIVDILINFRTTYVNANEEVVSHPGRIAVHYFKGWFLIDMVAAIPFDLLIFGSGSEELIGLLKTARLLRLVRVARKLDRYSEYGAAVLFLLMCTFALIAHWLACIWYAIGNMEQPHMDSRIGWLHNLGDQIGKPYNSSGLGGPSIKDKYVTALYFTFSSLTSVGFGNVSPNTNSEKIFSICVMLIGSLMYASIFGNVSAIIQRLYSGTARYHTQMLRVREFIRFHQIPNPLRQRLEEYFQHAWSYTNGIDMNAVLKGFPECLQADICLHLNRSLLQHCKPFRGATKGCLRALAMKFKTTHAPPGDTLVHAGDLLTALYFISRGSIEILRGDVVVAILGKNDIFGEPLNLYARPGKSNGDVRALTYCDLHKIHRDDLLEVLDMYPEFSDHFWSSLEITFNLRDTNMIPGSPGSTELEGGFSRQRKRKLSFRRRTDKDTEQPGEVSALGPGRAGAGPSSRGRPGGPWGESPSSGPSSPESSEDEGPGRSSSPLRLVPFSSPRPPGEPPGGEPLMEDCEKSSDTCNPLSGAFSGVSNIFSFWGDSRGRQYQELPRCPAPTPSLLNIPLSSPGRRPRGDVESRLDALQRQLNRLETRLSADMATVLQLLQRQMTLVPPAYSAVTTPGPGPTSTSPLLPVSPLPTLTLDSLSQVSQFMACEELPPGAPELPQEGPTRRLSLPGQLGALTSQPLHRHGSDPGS
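U2OS cells transduced with wild-type KCNH2 virus are loaded with FluxOr dye for 45 min, and thallium flux is measured in kinetic reads before and after stimulation buffer. Rate constants are normalized to DMSO controls.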
GALK inh: qHTS Assay for Inhibitors of Human Galactokinase (GALK) | P51570 | Purified GALK, Kinase-Glo residual ATP luminescence | Potency, µM (top dose mostly 57.5 µM), for the others: at the top dose activity change, negative = inhibition, usual class: inhibitors | hit rate 0.007% among 270,000 | AID 1868, 2009; also: potency is read from the fitted curve at half-maximal effect; % is scaled to controls: 0 for no effect and ±100 for the full control effect
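GALK at 5 nM final was combined with compound, 35 uM ATP and 100 uM galactose in HEPES pH8.0 with MgCl2 and DTT. The reaction ran one hour at room temperature before luminescent ATP detection.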
ASM inhibitor: Inhibitors of Secretory Acid Sphingomyelinase (S-ASM): qHTS | Sphingomyelin phosphodiesterase (Homo sapiens), P17405 | placental ASM, HMU-PC fluorogenic substrate, 60 min | Potency, µM (titrated, usually from 57.5 µM), for inactives: at the top dose activity change, negative = inhibition, most hits filed as inhibitors | hit rate 0.006% among 340,000 | AID 504937, 2011; also: potency is read from the fitted curve at half-maximal effect
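Human placenta-derived ASM preincubated with compound 10 min at room temperature, then reacted with 9 uM (final) fluorogenic HMU-PC substrate for 60 min at 37 C. Stop solution raises pH to 10; fluorescence read at Ex 386/Em 447 nm.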
FBPA coupling cs: qHTS Assay for Inhibitors of Fructose-1,6-bisphosphate Aldolase from Giardia Lamblia: Coupling assay counterscreen; coupling enzyme system counterscreen, AmpLite Red fluorescence; activity change, negative = inhibition, % at 58.2 µM, hits read low; hit rate 0.67% among 290,000; AID 2472, 2010; in the data active = activity change below about -30%; also: % is scaled to controls: 0 for no effect and ±100 for the full control effect
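Fluorescence at 525 nm excitation and 598 nm emission measured inhibition of the coupled detection system without aldolase. Compounds (at 57.5 uM final) were preincubated 10 min at room temperature with coupling enzyme reagent before a 20 min substrate/AmpLite Red step.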
a7 integrin act: qHTS for Activators of Integrin-Mediated Alleviation for Muscular Dystrophy; alpha7betagal myoblasts, beta-gal FDG fluorescence, 48 h; Potency, µM (titrated, usually from 38.3 µM), without a hit: top-dose activation, usual class: activators; hit rate 0.064% among 350,000; AID 624291, 2012;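 also: potency is read from the fitted curve at half-maximal effect; 100% = response of the positive control SU9516; nearly all actives have a fitted effect of over 60% in size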
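Alpha7betagal+/- myoblasts (passage 13) were plated 16-24 hr, then exposed to compounds (1:260 dilution of DMSO stock) for 48 hours at 37C. After MPER lysis, β-galactosidase reporter activity was read as FDG fluorescence (ex 480/em 540) after 30 minutes.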
Starred values were filed as active, the others as inactive; [ ] = another dose, or the depositor's remark. Unless noted, calls follow the shape of the dose curve; as a rule, active = well fitted curve in the direction sought with a large enough effect; inconclusive = small, poorly fitted or top-dose-only effect, or another doubt; inactive = no such curve, though single readings can be large; an effect the other way counts as inactive or inconclusive.

How did Cc1cc(C)c(S(=O)(=O)N2CCN(c3ccc([N+](=O)[O-])c(NCC4CCCO4)c3)CC2)c(C)c1 (stereo not given) do in these assays?
TRPV1 agonist: -1; A-T KAP1 phos: -21%; MLL CXXC-DNA inh: -11%; KCNH2 3.1 inh: -23; MBNL1-CUG inh: inconclusive; KCNH2 WT inh: 0; GALK inh: 0%; ASM inhibitor: -18%; FBPA coupling cs: -1; a7 integrin act: 3%

What do the screens show for `NS(=O)(=O)c1cccc(NS(=O)(=O)c2ccc(/C=C/C(=O)OCC(=O)c3ccccc3)cc2)c1`?
TRPV1 agonist: 1; A-T KAP1 phos: 0%; MLL CXXC-DNA inh: -19%; KCNH2 3.1 inh: 0; MBNL1-CUG inh: inconclusive; KCNH2 WT inh: -1; GALK inh: -2%; ASM inhibitor: -9%; FBPA coupling cs: -1; a7 integrin act: -27%

What do the screens show for `CC(C)CC(NC(=O)C1CCCN1C(=O)OC(C)(C)C)C(=O)NCC(N)=O` (stereo not given)?
TRPV1 agonist: 1; A-T KAP1 phos: 5%; MLL CXXC-DNA inh: -4%; KCNH2 3.1 inh: -23; MBNL1-CUG inh: 1%; KCNH2 WT inh: 6; GALK inh: 1%; ASM inhibitor: 5%; FBPA coupling cs: 2; a7 integrin act: -4%

What do the screens show for `CN(c1ccccc1)S(=O)(=O)c1cccc(C(=O)NC2CCCC2)c1`?
A-T KAP1 phos: 6%; KCNH2 3.1 inh: -6; KCNH2 WT inh: 3; ASM inhibitor: -2%; a7 integrin act: -8%

What do the screens show for `COc1ccc(CCN2C(=O)C3C4CC(C5C(C(=O)NN)=NOC45)C3C2=O)cc1OC` (stereo not given)?
TRPV1 agonist: -8; A-T KAP1 phos: -1%; MLL CXXC-DNA inh: 1%; KCNH2 3.1 inh: 8; MBNL1-CUG inh: -2%; KCNH2 WT inh: 3; GALK inh: 1%; ASM inhibitor: 4%; FBPA coupling cs: -6; a7 integrin act: -4%

What do the screens show for `CCN(CC)CCn1c(=N)n(CC(O)COc2cccc(C)c2)c2ccccc21` (stereo not given)?
TRPV1 agonist: 11; A-T KAP1 phos: -1%; MLL CXXC-DNA inh: 3%; KCNH2 3.1 inh: -38; MBNL1-CUG inh: -7%; KCNH2 WT inh: -11; GALK inh: 0%; ASM inhibitor: 2%; FBPA coupling cs: 1; a7 integrin act: -71%[inhibitor]

Results for CC(C)[C@H](NC(=O)c1ccccc1)C(=O)OCc1nc2scc(-c3ccccc3)c2c(=O)[nH]1 ?
TRPV1 agonist: -4; A-T KAP1 phos: 0%; MLL CXXC-DNA inh: 19%; KCNH2 3.1 inh: 6; MBNL1-CUG inh: 16%; KCNH2 WT inh: -3; GALK inh: 0%; ASM inhibitor: -3%; FBPA coupling cs: 1; a7 integrin act: 23%

Results for Cc1ccc(S(=O)(=O)N(C)c2ccc(C(=O)N3CCCCC3)cc2)cc1 ?
TRPV1 agonist: 25; A-T KAP1 phos: 2%; MLL CXXC-DNA inh: 11%; KCNH2 3.1 inh: 5; MBNL1-CUG inh: -9%; KCNH2 WT inh: 1; GALK inh: 1%; ASM inhibitor: 1%; FBPA coupling cs: -1; a7 integrin act: -41%

How did CCOc1cccc(CN2CCCC(CNC(=O)c3cccc(OC)c3OC)C2)c1 (stereo not given) do in these assays?
TRPV1 agonist: 3; A-T KAP1 phos: 3%; MLL CXXC-DNA inh: 1%; KCNH2 3.1 inh: 13; MBNL1-CUG inh: -4%; KCNH2 WT inh: 8; GALK inh: 4%; ASM inhibitor: 0%; FBPA coupling cs: 5; a7 integrin act: 16%

How did CCN(CC(=O)Nc1c(F)cccc1F)C(=O)/C=C/c1ccc2c(c1)OCO2 do in these assays?
TRPV1 agonist: 2; A-T KAP1 phos: -4%; KCNH2 3.1 inh: 7; KCNH2 WT inh: 16; ASM inhibitor: 9%; a7 integrin act: -6%

How did COc1ccccc1C(c1nnnn1Cc1ccccc1)N1CCN(c2nc3ccccc3s2)CC1 (stereo not given) do in these assays?
TRPV1 agonist: 2; A-T KAP1 phos: 11%; MLL CXXC-DNA inh: 6%; MBNL1-CUG inh: -3%; KCNH2 WT inh: 9; GALK inh: -1%; ASM inhibitor: -8%; FBPA coupling cs: -2; a7 integrin act: 0%

How did CCOC(=O)C1=C(C)OC(N)=C(C#N)C1c1ccsc1 (stereo not given) do in these assays?
TRPV1 agonist: 2; A-T KAP1 phos: 19%; MLL CXXC-DNA inh: 7%; KCNH2 3.1 inh: 4; MBNL1-CUG inh: 4%; KCNH2 WT inh: 6; GALK inh: 6%; ASM inhibitor: 4%; FBPA coupling cs: 3; a7 integrin act: -23%

What do the screens show for `CC(C)(C)OC(=O)N1CCN(C(=O)[C@H](Cc2ccc(O)cc2)n2cc(CCO)nn2)CC1`?
TRPV1 agonist: -1; A-T KAP1 phos: -28%; MLL CXXC-DNA inh: -14%; KCNH2 3.1 inh: 8; MBNL1-CUG inh: -14%; KCNH2 WT inh: -1; GALK inh: -3%; ASM inhibitor: 5%; FBPA coupling cs: -1; a7 integrin act: -18%

How did CCc1nnc(NC(=O)CSc2nnc(CNc3ccc(F)cc3)n2C2CCCCC2)s1 do in these assays?
TRPV1 agonist: -2; A-T KAP1 phos: 24%; MLL CXXC-DNA inh: -1%; KCNH2 3.1 inh: -8; MBNL1-CUG inh: -2%; KCNH2 WT inh: 2; GALK inh: 2%; ASM inhibitor: -1%; FBPA coupling cs: -4; a7 integrin act: 24%

What do the screens show for `O=C1CSC(c2ccccn2)N1c1ccccc1` (stereo not given)?
TRPV1 agonist: 1; A-T KAP1 phos: 0%; MLL CXXC-DNA inh: -2%; KCNH2 3.1 inh: 23; MBNL1-CUG inh: -5%; KCNH2 WT inh: 12; GALK inh: -2%; ASM inhibitor: 4%; FBPA coupling cs: 2; a7 integrin act: 16%

How did COCCNC(=O)c1ccc2c(=O)n(CCOC)c(=O)[nH]c2c1 do in these assays?
TRPV1 agonist: -2; A-T KAP1 phos: 2%; MLL CXXC-DNA inh: -2%; KCNH2 3.1 inh: -9; MBNL1-CUG inh: -6%; KCNH2 WT inh: 4; GALK inh: 0%; FBPA coupling cs: 3; a7 integrin act: 19%

Results for CCCn1c(SCC(=O)NC2CCCC2)nnc1-c1ccccn1 ?
TRPV1 agonist: 2; A-T KAP1 phos: 8%; MLL CXXC-DNA inh: -9%; KCNH2 3.1 inh: 5; MBNL1-CUG inh: 5%; KCNH2 WT inh: 7; GALK inh: -1%; ASM inhibitor: 0%; FBPA coupling cs: 1; a7 integrin act: -9%

Results for Cc1ccc(C(=O)OCC(=O)Nc2sccc2C(N)=O)cc1NC(=O)c1ccco1 ?
TRPV1 agonist: -4; A-T KAP1 phos: 14%; MLL CXXC-DNA inh: 24%; KCNH2 3.1 inh: 5; MBNL1-CUG inh: 6%; KCNH2 WT inh: -1; GALK inh: -2%; ASM inhibitor: -5%; FBPA coupling cs: 1; a7 integrin act: -17%

Results for N/C(=N/O)c1nc(N2CCCCC2)nc(N2CCCCC2)n1 ?
TRPV1 agonist: -1; A-T KAP1 phos: -3%; MLL CXXC-DNA inh: 4%; KCNH2 3.1 inh: 11; MBNL1-CUG inh: -3%; KCNH2 WT inh: 0; GALK inh: -3%; ASM inhibitor: -2%; FBPA coupling cs: -3; a7 integrin act: -17%

How did CN1C(=O)NC(c2ccccc2)C2=C1CN(c1cccc(C(F)(F)F)c1)C2=O (stereo not given) do in these assays?
TRPV1 agonist: 3; A-T KAP1 phos: -14%; MLL CXXC-DNA inh: 1%; KCNH2 3.1 inh: -11; MBNL1-CUG inh: 1%; KCNH2 WT inh: -4; GALK inh: 4%; ASM inhibitor: -12%; FBPA coupling cs: -1; a7 integrin act: 15%

Results for CCCn1cnc2cc(NCc3cccc(OC)c3O)ccc21 ?
TRPV1 agonist: 0; A-T KAP1 phos: -4%; MLL CXXC-DNA inh: 20%; KCNH2 3.1 inh: -4; MBNL1-CUG inh: 2%; KCNH2 WT inh: 4; GALK inh: 2%; ASM inhibitor: 0%; FBPA coupling cs: -1; a7 integrin act: 1%
